# VLA-4 inh – inhibition in human VLA-4 binding assay, primary screen, VLA-4 allosteric modulator project, MLPCN library, flow cytometry, VLA-4 expressing cells. Integrin alpha-4 (Homo sapiens), P13612. ligand binding flow cytometry. inhibition, % (about 7 µM as worked out from the volumes in the protocol). 330,000 tested, 0.2% active. AID 2557, 2010; in the data active = inhibition above about 50%
# Target sequence (P13612 whole entry, looked up): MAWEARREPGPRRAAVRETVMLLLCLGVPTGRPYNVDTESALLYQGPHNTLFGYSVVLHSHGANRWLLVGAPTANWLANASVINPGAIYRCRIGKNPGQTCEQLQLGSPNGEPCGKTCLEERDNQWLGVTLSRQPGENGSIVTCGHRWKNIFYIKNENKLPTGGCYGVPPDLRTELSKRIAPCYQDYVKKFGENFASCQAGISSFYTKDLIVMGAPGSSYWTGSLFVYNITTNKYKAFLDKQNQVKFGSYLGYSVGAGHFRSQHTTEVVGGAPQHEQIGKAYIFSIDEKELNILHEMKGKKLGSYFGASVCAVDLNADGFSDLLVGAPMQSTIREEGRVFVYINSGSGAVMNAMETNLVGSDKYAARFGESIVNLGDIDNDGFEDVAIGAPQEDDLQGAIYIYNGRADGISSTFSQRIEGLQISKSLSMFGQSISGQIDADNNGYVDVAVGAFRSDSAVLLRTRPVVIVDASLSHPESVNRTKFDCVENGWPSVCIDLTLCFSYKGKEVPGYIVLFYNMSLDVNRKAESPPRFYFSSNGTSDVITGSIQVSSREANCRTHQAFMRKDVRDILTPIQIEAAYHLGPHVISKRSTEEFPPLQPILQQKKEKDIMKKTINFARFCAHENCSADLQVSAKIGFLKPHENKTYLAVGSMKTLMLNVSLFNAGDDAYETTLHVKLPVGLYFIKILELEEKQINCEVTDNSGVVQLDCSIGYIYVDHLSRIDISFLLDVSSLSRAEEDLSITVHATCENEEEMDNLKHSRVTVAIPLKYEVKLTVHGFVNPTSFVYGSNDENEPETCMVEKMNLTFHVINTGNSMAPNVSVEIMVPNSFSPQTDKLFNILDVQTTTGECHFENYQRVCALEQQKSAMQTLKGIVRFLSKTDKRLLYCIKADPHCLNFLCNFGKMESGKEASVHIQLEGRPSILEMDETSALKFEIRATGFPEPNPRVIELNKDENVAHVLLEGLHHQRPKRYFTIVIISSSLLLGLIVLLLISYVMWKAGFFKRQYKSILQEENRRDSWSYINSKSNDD
# MEP2 TOR yeast – modulators of MEP2-GFP levels in yeast, primary screen, S. cerevisiae, multiplex flow cytometry, MLPCN library; S. cerevisiae MEP2-GFP strain, 3 h; 100% = DMSO control level; 330,000 tested, 0.51% active; GFP response vs DMSO, % at 10 µM;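 active = GFP response versus DMSO above a set limit, roughly screen mean plus 3 SD, cut at about 180% in these data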;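 also: median GFP fluorescence of the barcode-gated MEP2-GFP cells per well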
# LAP4-GFP MLPCN – modulators of LAP4-GFP expression in yeast, primary screen, S. cerevisiae, multiplex flow cytometry, MLPCN library | 3 h; median GFP as percent of DMSO wells | GFP response vs DMSO, % at 10 µM | 320,000 tested, 0.34% active;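 active = GFP response vs DMSO above a set limit, about the screen mean plus 3 SD, cut at about 150% in these data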
# GRK2 inh – compounds blocking aptamer binding on GRK2 – biochemical, human GRK2, bead flow cytometry, HTS, primary screen; FAM-aptamer displacement from GRK2; Beta-adrenergic receptor kinase 1 (Homo sapiens), P25098; inhibition of aptamer binding, % at 10 µM; 330,000 tested, 0.59% active;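 active = inhibition of aptamer binding above 40%, roughly 3 SD of noise, on plates passing a quality check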;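 also: median bead fluorescence of bound FAM aptamer so fluorescent compounds give negative values; no value below 0 was filed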
# AGP1 TOR yeast – modulators of AGP1-GFP expression in yeast TOR pathway, primary screen, cell-based, multiplex flow cytometry, S. cerevisiae, MLPCN library; 3 h; GFP as percent of DMSO wells; GFP response vs DMSO, % at 10 µM; 320,000 tested, 0.02% active; AID 2066, 2009;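 active = GFP response relative to DMSO above a set limit, near screen average plus 3 SD, cut at about 150% in these data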;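 also: median GFP channel fluorescence of the gated AGP1 strain per well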
# RPL19A-GFP yeast – RPL19A-GFP expression modulators in yeast, primary screen, cell-based, S. cerevisiae, multiplex flow cytometry, MLPCN; 330,000 tested, 0.3% active; percent response vs DMSO, % at 10 µM; S. cerevisiae RPL19A-GFP strain, 3 h; active compounds read low;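 active = percent response vs DMSO below 50%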;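 also: median channel GFP fluorescence of the barcoded RPL19A-GFP strain; ratio of sample median GFP to plate DMSO average so 100% = DMSO; lower means less RPL19A-GFP as with rapamycin TOR inhibition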
# JMJD2C inh – inhibitors of GASC-1 histone demethylase, primary screen, biochemical, fluorescence, DELFIA europium; 330,000 tested, 0.069% active; GST-JMJD2C(1-420) H3K9me3 demethylation; Lysine-specific demethylase 4C (Homo sapiens), Q9H3R0; inhibition, % at 2.35 µM;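 active = more than half of a compound's replicate wells show inhibition beyond 50%, single wells judged on their own value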;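 also: signal counts dimethyl H3K9 product captured on neutravidin plate; 0% = median of DMSO wells and 100% = 0.3 times that DMSO median; strong numbers were not always called active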
# CIT2 TOR yeast – modulators of CIT2-GFP expression in yeast, primary screen, S. cerevisiae, GFP fusion, multiplex flow cytometry, MLPCN library; S. cerevisiae CIT2-GFP strain, 3 h; 100 means same as DMSO wells; 320,000 tested, 0.065% active; GFP response vs DMSO, % at 10 µM;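 active = GFP response relative to DMSO above a set limit, near the screen mean plus 3 SD, cut at about 150% in these data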;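 also: ratio of well median GFP fluorescence to mean of DMSO wells on the plate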
# Starred values were filed as active, the others as inactive; / = no result given.
SMILES,VLA-4 inh,MEP2 TOR yeast,LAP4-GFP MLPCN,GRK2 inh,AGP1 TOR yeast,RPL19A-GFP yeast,JMJD2C inh,CIT2 TOR yeast
Cc1ccc(NC(=O)CN(C)CCOc2ccccc2)c([N+](=O)[O-])c1,-0.1,99.8,76.1,0.0,95.6,99.8,0.2,90.1
COC(=O)c1cc(COc2ccc3c4c(c(=O)oc3c2)CCC4)c(C)o1,6.7,111.3,105.9,0.0,110.9,102.8,0.7,112.4
Cc1ncc([N+](=O)[O-])n1CCOC(=O)c1ccc(Cl)cc1Cl,14.8,99.5,100.8,0.0,100.6,99.8,-4.7,101.5
O=C(NCc1nc2ccccc2[nH]1)c1ccccc1F,-1.7,92.5,94.3,5.0,101.7,93.2,11.0,96.8
COc1ccc(-c2c(-c3ccsc3)oc3ccc(N4CCOCC4)cc23)cc1,-12.7,96.1,109.3,0.0,90.4,103.7,4.2,82.0
C=CCn1c(CSCc2ccc(C)cc2)nnc1SCC(=O)NCc1ccccc1,-1.9,105.8,110.6,2.0,103.4,103.0,12.7,97.6
COc1ccc(N2CCN(C(=O)CCc3nnc4ccc(N5CCOCC5)nn34)CC2)cc1,-1.4,97.7,87.2,0.0,91.4,96.1,6.4,98.0
COc1ccccc1CC(=O)NC1CCC(C)CC1 (stereo not drawn),14.7,97.0,97.6,0.0,100.3,101.3,-0.9,104.3
CCN1CCN(C(=O)Cn2c(=O)sc3ccccc32)CC1,-28.2,99.4,105.0,0.0,109.0,104.3,-17.3,110.7
C=Cn1cc[n+](CC(=O)c2ccc(Cl)c(Cl)c2)c1,-7.0,109.1,97.2,0.0,108.3,106.0,-0.8,110.0
c1ccc(-c2nnc(SCCC3OCCCO3)o2)cc1,-4.8,99.5,98.0,0.0,96.0,100.0,1.7,96.3
CNC(=O)NC(=O)CSc1nc2ccccc2n1CCOC,-5.6,104.5,101.4,0.0,107.8,97.2,-3.8,96.2
Cc1ccc(Oc2cc(NC(=O)CCCn3nc([N+](=O)[O-])cc3C)cc([N+](=O)[O-])c2)cc1,15.7,115.2,101.5,0.0,109.7,109.7,-7.0,100.9
COC(=O)c1nc(N)sc1C,7.3,101.0,78.7,0.0,87.5,97.0,-3.1,96.4
CC(C)NC(=O)c1ccc(OC2CSC2)cc1,29.9,104.8,100.9,0.0,92.4,94.6,-17.8,92.7
CCOC(=O)c1ccccc1CN1C(=O)c2ccccc2S1(=O)=O,8.6,107.8,97.3,0.0,98.8,103.8,-7.9,104.2
CC1(OC(=O)C2CCCC2)C(=O)C=C2C=C(c3ccsc3)N(C(CO)CO)C=C2C1=O (stereo not drawn),-3.0,106.4,97.0,0.0,105.1,101.3,-0.7,96.5
Cc1ccc(/C(CSc2nccn2-c2ncc(C(F)(F)F)cc2Cl)=N\O)cc1,15.7,101.6,100.3,2.0,98.6,101.8,11.9,97.7
Cc1nn(C)c(C(=O)NNC(=O)Nc2cccc(C(F)(F)F)c2)c1Cl,2.7,94.0,92.4,0.0,94.9,95.9,-1.2,93.6
CCOc1ccc(NS(=O)(=O)c2ccc(Cl)c(C(=O)N(C)Cc3cccnc3)c2)cc1,0.0,106.2,101.2,2.0,98.3,99.7,/,95.9
CCCCn1nc(C(=O)Nc2cccc(C(=O)NC3CC3)c2)c2ccccc2c1=O,-7.2,96.0,100.2,0.0,100.2,96.8,1.0,108.5
O=S(=O)(Cc1noc(-c2ccccc2Cl)n1)c1ccccn1,-4.1,101.0,99.5,12.0,104.2,98.8,-10.1,98.4
Cc1ccc(C(=O)O)cc1[N+](=O)[O-],11.6,99.3,99.8,1.0,98.7,98.3,-6.1,88.0
COc1ccc(Cl)cc1NC(=O)CN(C)C1CCS(=O)(=O)C1 (stereo not drawn),1.5,102.4,109.8,3.0,106.2,101.0,/,96.7
Cc1cc(C(=O)C(=O)O)c(C)n1-c1ccc(Cl)cc1,-1.6,103.1,95.5,0.0,95.7,96.4,-2.2,94.2

# Reformatted: results already given
VLA-4 inh,MEP2 TOR yeast,LAP4-GFP MLPCN,GRK2 inh,AGP1 TOR yeast,RPL19A-GFP yeast,JMJD2C inh,CIT2 TOR yeast,SMILES
2.7,94.0,92.4,0.0,94.9,95.9,-1.2,93.6,Cc1nn(C)c(C(=O)NNC(=O)Nc2cccc(C(F)(F)F)c2)c1Cl
-3.0,106.4,97.0,0.0,105.1,101.3,-0.7,96.5,CC1(OC(=O)C2CCCC2)C(=O)C=C2C=C(c3ccsc3)N(C(CO)CO)C=C2C1=O (stereo not drawn)

# Following part.
SMILES,VLA-4 inh,MEP2 TOR yeast,LAP4-GFP MLPCN,GRK2 inh,AGP1 TOR yeast,RPL19A-GFP yeast,JMJD2C inh,CIT2 TOR yeast
CCCCc1nnc(NC(=O)c2cccc(S(=O)(=O)N3CCN(C)CC3)c2)s1,-8.2,90.9,88.4,0.0,97.8,84.7,33.4,102.7
CCOCCCNc1nc2c(-c3ccccc3)nnn2c2ccccc12,-15.5,104.8,95.5,0.0,97.3,98.3,3.7,95.4
Cc1ccc(-n2c(C)cc(C(=O)CSc3nnc4ccccn34)c2C)cc1,-2.0,96.9,90.5,18.0,92.2,101.8,-2.5,97.9
COc1ccc(-c2oc3ccc(-c4ccc(OC)nc4)cc3c2-c2ccc(OC)cc2)cc1,-1.5,97.3,104.5,0.0,96.2,105.3,1.2,91.7
COc1ccc(CCNC(=S)NC2CCN(Cc3ccccc3)CC2)cc1,3.9,122.1,109.7,0.0,109.2,105.8,18.3,/
O=C(O)c1ccccc1-c1ccccc1C(=O)Nc1ccc(F)cc1,0.2,95.2,93.5,5.0,98.0,104.7,-10.9,102.6
O=C(Cc1ccccc1)Nc1c2c(nn1-c1cccc(Cl)c1)CS(=O)(=O)C2,-4.8,118.0,109.0,0.0,110.4,109.3,-1.7,103.0
O=C(CSc1nnc(Cc2cc(=O)[nH]c(=O)[nH]2)n1-c1ccc(F)cc1)NC1CCCC1,24.2,105.7,100.4,0.0,103.2,99.8,1.5,98.9
CCOc1ccc(C(=O)OCC(=O)N2CC(C)OC(C)C2)cc1OCC (stereo not drawn),7.9,112.7,95.9,2.0,106.0,102.8,-15.2,91.8
CCCc1cc(C(=O)Nc2sc3c(c2C(=O)OCC)CCCC3)no1,2.3,96.8,92.0,2.0,91.4,95.1,11.8,94.8
O=C(NNC(=O)c1nn(-c2ccc(F)cc2)ccc1=O)c1ccc(C(F)(F)F)cc1,16.4,94.1,98.9,1.0,101.5,95.1,/,95.2
COc1ccc(CN2CC[C@H]3C=CC[C@@H](C(=O)NCCc4ccccc4)[C@H]3C2=O)cc1OC,23.7,92.7,89.6,5.0,95.2,93.9,2.0,100.6
COc1cc(COc2ccc(-c3nnco3)cc2)ccc1OC(F)F,0.2,107.8,100.9,2.0,102.2,106.8,-6.9,103.2
CCOc1ccc(NC(=O)CCC(=O)NNC(=O)c2ccc(Br)o2)cc1,15.0,102.9,101.3,0.0,99.5,100.6,0.3,95.8
Cc1cc([N+](=O)[O-])cc2c1NC(c1ccccn1)C1CC=CC21 (stereo not drawn),-4.1,101.6,94.3,2.0,97.2,106.8,-7.7,95.8
CN1C(=O)C2(c3ccccc31)c1c(oc3ccccc3c1=O)C(=O)N2CCCO (stereo not drawn),-5.5,100.3,100.9,0.0,97.3,97.3,-2.0,95.8
Cn1ncc(Cl)c1C(=O)Nc1ccc(CN2CCCCC2)cc1,7.9,93.7,86.1,0.0,98.1,102.5,-8.3,103.6
Cc1cccc(NC(=O)c2sc3nc(N4CCOCC4)c4c(c3c2N)CCCC4)c1,-1.8,104.2,103.9,0.0,111.4,101.8,5.3,99.4
O=C(OCCN1C(=O)c2ccccc2C1=O)C1CC(O)CN1S(=O)(=O)c1ccc(Cl)cc1 (stereo not drawn),12.2,99.3,99.1,0.0,98.3,97.5,4.1,97.9
CCOC(=O)CN1N=C(c2ccc(C)cc2)CCC1=O,0.4,103.7,93.8,3.0,104.5,104.2,-4.2,106.0
CCOC(=O)Cn1c(C)cc(=O)c2cccc(C)c21,-8.2,100.2,100.7,2.0,101.8,102.1,7.3,104.0
Cc1cc(Br)ccc1OCC(=O)N(Cc1nc(-c2ccccc2)no1)C(C)C,1.2,98.7,101.7,0.0,98.3,99.9,-0.7,99.7
Cc1ccc(Cl)cc1-n1c(=O)cc(N2CCN(C(=O)c3ccco3)CC2)[nH]c1=O,-0.5,93.9,95.9,3.0,95.0,91.5,-8.5,91.0
O=C(O)[C@H]1Cc2ccccc2CN1S(=O)(=O)c1ccc(F)cc1,11.2,104.6,106.4,0.0,100.7,99.4,-2.6,96.5
CCc1ccc(N(CC(=O)NC(C)C)C(=O)CCC(=O)Nc2nccs2)cc1,7.8,100.2,90.6,8.0,92.4,96.5,4.2,98.7
# Next section
SMILES,VLA-4 inh,MEP2 TOR yeast,LAP4-GFP MLPCN,GRK2 inh,AGP1 TOR yeast,RPL19A-GFP yeast,JMJD2C inh,CIT2 TOR yeast
Cc1c(C)c(C)c(CN2CCCC2)c(C)c1C,2.1,99.6,103.8,2.0,99.6,98.1,-27.7,102.3
Cn1c(=O)c2c(SCC(=O)N3CCOCC3)nc(-c3ccccc3F)nc2n(C)c1=O,-0.3,103.1,110.5,0.0,103.4,98.7,7.5,98.4
Cc1ccc(Cl)cc1N1CCN(C(=S)NCCc2ccccc2)CC1,7.8,96.0,112.4,1.0,104.0,97.5,1.5,86.0
CCN(CC)C(=O)c1cccc(NC(=O)c2ccc3c(=O)n4c(nc3c2)CCC4)c1,11.4,92.1,93.3,2.0,92.5,91.0,86.0,92.4
CCC(=O)c1cn([C@@H](CCC(OC)OC)CC(=O)OC(C)(C)C)cc1CC,-10.3,94.2,121.1,5.0,88.6,102.2,-2.1,99.4
Cc1cc(NC(=O)COc2cccc([N+](=O)[O-])c2)no1,-20.3,89.3,99.2,23.0,94.3,99.3,-19.8,94.6
CCOc1ccc(N(CC(=O)NCc2ccc(F)cc2)C(=O)c2ccco2)cc1,-0.8,97.8,96.7,5.0,97.8,95.7,1.8,97.8
COC(=O)c1ccc(COC(=O)c2cnc(Cl)c(Cl)c2)cc1,25.7,102.1,104.7,0.0,92.9,94.3,0.1,92.0
CC(=O)NC(Cc1ccccc1F)C(=O)NC1CCN(C(=O)c2cnccn2)CC1 (stereo not drawn),6.6,95.3,102.5,1.0,98.8,99.5,3.8,104.0
Cc1ccc2[nH]c(C(=O)O)c(NC(=O)[C@@H]3C[C@@H]3c3ccccc3)c2c1,22.6,97.1,100.6,0.0,100.5,97.7,-0.4,97.8
Cc1cc(/C=N/n2cnnc2)c(C)n1-c1ccc(OCc2ccc(F)cc2)cc1,-3.9,86.5,108.9,0.0,86.9,88.2,1.3,76.3
COc1ccccc1/C=N/NC(=O)CNC(=O)c1ccc(S(=O)(=O)N2CCCC2)cc1,3.0,91.4,89.3,0.0,97.2,104.5,-2.0,97.9
Cn1c(-c2ccccc2)c[n+]2c1-c1ccccc1C2,-0.7,97.7,88.5,4.0,102.2,104.3,10.6,104.5
Cc1cc(C)c(C)c(OCC(O)CN2CCN(c3ccccn3)CC2)c1 (stereo not drawn),19.1,105.5,97.8,0.0,100.9,101.3,3.9,100.8
Cc1[nH]c2ccccc2c1[C@H]1[C@@H](CC#N)C1(C)C,7.7,122.7,89.7,0.0,92.4,88.3,2.5,101.4
CCn1c(CCNC(=O)c2cccs2)nnc1SCC(=O)c1ccc(OC)cc1,-4.5,95.3,103.2,4.0,95.1,/,-3.7,100.7
